# DTT redox prof – compounds producing H2O2 with reducing agent – biochemical, NIH compound library profiling, artefact control for MLSCN library redox annotation, primary screen | AID 878 | activation, % at 10 µM | 200,000 tested, 0.03% active | DTT-dependent redox cycling H2O2, phenol red/HRP absorbance; 100% = 100 µM peroxide control, 0% = buffer;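 active = activation of at least 50% relative to the plate's high and low controls in the primary single-dose screen; inactive = activation below 50%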;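 note: compound incubated with DTT at 0.8 mM final as the reducing agent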
# STAT1 activator – STAT1 signaling activation; NIH 3T3 STAT1-luciferase reporter, IFN-gamma, luminescence; 100% = IFN-gamma alone, no compound; 200,000 tested, 2.6% active; activation (% of control), % at 5.5 µM;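 active = activation above the screen-wide mean activation plus 3 SD, cut at about 130% in these data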;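 note: raw ratio to IFN-gamma control signal so 100% means no change and 0% no light; values of inactives mirror those of a sister screen read the other way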
# FLuc act counter – firefly luciferase counter-screen for stimulation assays | 200,000 tested, under 10 active | activation factor at 10 µM | P08659 | AID 1027 | ATPlite luciferase biochemical, luminescence, 10 min; 0 = ATP-free wells, 1 = DMSO control;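 active = luciferase activation factor, scaled between plate controls, of at least 2 with compound at 10 µM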
# Target sequence (P08659 whole entry, looked up): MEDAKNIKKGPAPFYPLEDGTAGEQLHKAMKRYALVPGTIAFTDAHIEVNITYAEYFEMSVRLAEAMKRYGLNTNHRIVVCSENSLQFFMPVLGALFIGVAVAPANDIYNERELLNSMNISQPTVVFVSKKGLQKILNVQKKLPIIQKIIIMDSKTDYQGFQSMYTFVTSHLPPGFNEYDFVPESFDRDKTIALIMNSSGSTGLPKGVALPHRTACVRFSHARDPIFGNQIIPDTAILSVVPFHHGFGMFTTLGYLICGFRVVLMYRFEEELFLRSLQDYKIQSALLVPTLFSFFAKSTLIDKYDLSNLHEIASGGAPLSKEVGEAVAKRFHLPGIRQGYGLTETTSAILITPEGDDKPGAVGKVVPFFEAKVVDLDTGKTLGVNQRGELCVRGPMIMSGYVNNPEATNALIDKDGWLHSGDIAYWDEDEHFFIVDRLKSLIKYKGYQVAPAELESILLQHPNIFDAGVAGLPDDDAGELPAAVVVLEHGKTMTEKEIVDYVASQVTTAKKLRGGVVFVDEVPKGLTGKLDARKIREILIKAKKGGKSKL
#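 System: luciferase plus luciferin reagent, cell-free; medium: PBS as buffer for the ATP substrate; dosing: test compounds dosed from 2 mM stocks in 100% DMSO; timing: 10 min post-reagent at room temperature; measured by: luminescence measurement of luciferase light output; evaluation: luciferase activation, seen as luminescence increase over controls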
# APP 5'UTR act – activates APP 5'UTR luciferase reporter | SH-SY5Y APP 5'UTR luciferase reporter, luminescence; zero percent = DMSO vehicle wells | activation, % at 2 µM | 190,000 tested, 1% active;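 active = activation above a set limit, based on mean plus 3 SD of controls, cut at about 140% in these data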; note: values of inactives mirror those of a sister screen read the other way
# FLuc inhib CS – Photinus pyralis luciferase inhibition counter-screen | inhibition, % at 10 µM | 200,000 tested, 1.5% active | ATPLite firefly luciferase biochemical luminescence, 10 min | P08659;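 active = inhibition above about 50% when tested at 10 µM, limit read from the data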
# G6PDH counter – L. mesenteroides G6PDH inhibition counter-screen; Purified L. mesenteroides G6PDH, diaphorase/resazurin coupled fluorescence, 45 min; inhibition, % at 5 µM; AID 1020; 200,000 tested, 0.12% active; in the data active = inhibition above about 50%
# HMGR II inh – E. faecalis class II HMG-CoA reductase inhibition | AID 1066 | inhibition, % at 10 µM | 190,000 tested, 0.41% active | purified E. faecalis HMGR, NADPH absorbance 340 nm kinetic;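 active = inhibition above a set limit, the median over all tested compounds plus 3 SD, cut at about 9.5% in these data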;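 note: enzyme runs in reverse so mevalonate oxidation gives rising NADPH absorbance; 0% = complete reaction with DMSO and 100% = background rate lacking mevalonate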
# APP 5UTR inh – APP translation inhibition | SH-SY5Y APP 5'UTR-luciferase reporter, luminescence | AID 1285 | inhibition, % at 2 µM | 190,000 tested, 0.82% active;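 active = inhibition above a set limit, derived from the sample mean plus 3 SD, cut at about 45% in these data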; note: values of inactives mirror those of a sister screen read the other way
# NF-kB neuron act – NF-kB expression increase, human neuronal cells | NF-kB reporter expression; hits give high values | fold change at 12.5 µM | 190,000 tested, 1.6% active | AID 1239; in the data active = fold change above about 3.3
# Hsp70 activator – switches on Hsp70 transcription. HeLa Hsp70 promoter luciferase reporter, luminescence; scaled: vehicle 0, proteasome-inhibitor control 100%. activation, % at 10 µM. 200,000 tested, 0.04% active;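 active = activation above the mean across all tested compounds plus 3 SD, cutoff set per campaign, cut at about 5.5% in these data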;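 note: 100% = MG132 at 30 µM as the positive control and 0% = DMSO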
# Active calls of the source: *; / = not tested or not shown.
molecule	DTT redox prof	STAT1 activator	FLuc act counter	APP 5'UTR act	FLuc inhib CS	G6PDH counter	HMGR II inh	APP 5UTR inh	NF-kB neuron act	Hsp70 activator
Cc1cc([N+](=O)[O-])nn1CCCC(=O)Nc1sc2c(c1C(N)=O)CCC(C)C2 (centres undefined)	0.2	109	1	-26	-3	10	-8	26	0.96	0.7
Cc1cc(-c2nc3ncccc3o2)ccc1NC(=S)NC(=O)C(C)C	0.0	103	1.1	27	-7	14	-6	-27	1	-0.2
CCOC(=O)C(Sc1ncc(C#N)c(N)n1)C(C)C (centres undefined)	-1.2	97	1.1	12	-9	7	-4	-12	1.1	-0.4
NC(=O)C1(N2CCCCC2)CCN(C(=S)Nc2ccc(Cl)cc2)CC1	-1.4	103	1.1	-15	-8	5	-5	15	1.2	0.9
CCOc1ccc(NC(=O)C2CC(=O)NC(N3CCc4ccccc43)=N2)cc1 (centres undefined)	-2.8	98	1	5	-3	7	-7	-4	1.1	0.1
COC(=O)Nc1nc(-c2cc(Cl)ccc2Cl)cs1	-0.1	98	1	-22	-4	4	1	22	1.1	-0.4
FC(F)(F)c1ccccc1/C=N/N1CCN(Cc2ccccc2)CC1	0.0	120	1	22	-4	-27	-6	-22	1.6	-0.1
CC(C)(C)C1CCC(=NNC(=S)Nc2cccnc2)CC1 (centres undefined)	0.8	110	1.1	29	-7	5	4	-29	0.91	-0.1
C[C@@H]1O[C@@H](OC[C@H]2O[C@@H](Oc3c(-c4ccc(O)c(O)c4)oc4cc(O)cc(O)c4c3=O)[C@H](O)[C@@H](O)[C@@H]2O)[C@H](O)[C@H](O)[C@H]1O	/	/	1	/	1	37	0	/	/	-0.1
CC(=O)c1c(N(C)C)ccnc1C(F)(F)F	-2.8	96	1	6	-5	-1	-3	-6	1.3	-0.3
Nc1nc(-c2ccc([N+](=O)[O-])cc2)cs1	0.2	106	1	-22	-5	-11	1	22	1.4	-0.1
Cc1cc(C)c2c(n1)sc1c(N3CCN(CCO)CC3)ncnc12	1.4	108	1	-9	0	-16	-9	9	0.9	0.1
COc1ccc2c(c1)CCc1c(C(=O)NCC(C)C)noc1-2	-0.6	122	0.5	178*	49	6	-4	-178	6.3*	-0.2
COC(=O)c1ccc(Cl)c(NC(=O)NC23CC4CC(CC(C4)C2)C3)c1	-0.7	99	1	-1	-4	2	5	1	0.85	-0.2
CCc1ccc(NC(=O)CSc2nnc(Cn3c(=O)sc4ccccc43)n2C)cc1	-0.4	100	1	-9	-2	-7	0	9	1.5	-0.5
COc1ccc(S(=O)(=O)NCc2ccccc2Cl)cc1OC	1.9	101	1.1	7	-6	7	-4	-7	1	-0.3
Cc1onc(-c2c(F)cccc2Cl)c1C(=O)OCN1C(=O)c2ccccc2C1=O	-1.0	99	1.1	-10	-7	9	-12	10	1.5	-0.5
[O-]/C(=C(\C(=S)Nc1ccc(SC(F)F)cc1)[n+]1cccc(CO)c1)c1ccc(Cl)s1	-1.1	101	1.1	0	-11	1	-4	0	1.1	0.0
O=C1CN(C(=O)COC(=O)c2cnc(Cl)c(Cl)c2)c2ccccc2N1	0.3	93	1	8	4	4	-4	-8	1.1	0.0
Cc1c(Cl)cccc1NC(=S)NCc1ccc(Cl)cc1	-4.4	102	/	6	/	/	/	-6	/	0.0
CCc1ccc2[nH]c(=O)c(C(c3nnnn3Cc3ccccc3)N3CCOCC3)cc2c1 (centres undefined)	-0.2	104	1.1	1	-8	20	3	-1	1.3	0.1
O=C(CN1CCN(Cc2ccccc2)CC1)Nc1ccccc1-c1ccccc1	-0.3	92	1.1	1	-6	4	-6	-1	0.97	-0.3
CN1CCN(CCc2nc3cc(NC(=O)COc4ccccc4)ccc3n2C)CC1	-1.3	99	1.1	20	-5	8	-3	-20	1.2	0.0
CC(C)C(C)(C#N)NC(=O)CSc1nnc(C(F)(F)F)n1C (centres undefined)	2.2	92	1	12	-3	7	2	-12	0.9	-0.3
CC(C)c1ccc(NC(=S)NN2C(C)CCCC2C)cc1 (centres undefined)	-0.3	103	1.1	0	-8	16	-2	0	1.1	0.1
CC12COC3(C(=O)Nc4ccc5ccccc5c4)CC1CCC32C (centres undefined)	0.3	144*	1	49	3	4	-3	-49	1	-0.1
CN1CCN(c2nc(-c3ccncc3)nc3ccccc23)CC1	3.4	102	1	4	-5	-3	1	-4	1.1	-0.2
Cc1nn(-c2ccc(F)cc2)c(Cl)c1/C=N/NC(=O)c1ccc(O)cc1	-2.2	92	0.8	12	15	-5	3	-12	0.58	-0.1
O=C(CN1CCOCC1)N/N=C/c1cc2ccccc2nc1Cl	1.5	101	1	9	-3	29	-4	-9	0.68	-0.3
COC(=O)Nc1ccc(C)cc1NC(=O)OC	0.7	99	1	2	-4	-8	-5	-2	1.1	0.2

# NF-kB neuron act, hit marks shown above
compound | DTT redox prof | STAT1 activator | APP 5'UTR act | HMGR II inh | APP 5UTR inh | NF-kB neuron act | Hsp70 activator
COc1ccc2c(c1)CCc1c(C(=O)NCC(C)C)noc1-2 | -0.6 | 122 | 178* | -4 | -178 | 6.3* | -0.2

# Continued:
molecule	DTT redox prof	STAT1 activator	FLuc act counter	APP 5'UTR act	FLuc inhib CS	G6PDH counter	HMGR II inh	APP 5UTR inh	NF-kB neuron act	Hsp70 activator
CNC(=O)CS(=O)(=O)CC(=O)Nc1cc(OC(C)C)c(Cl)cc1Cl	-0.9	101	1	1	-1	4	-4	-1	1	0.1
COc1cccc(-c2nnn(CCc3nn[nH]n3)n2)c1	1.0	95	1	-15	-3	3	-4	15	1.4	0.0
COc1cc(-c2noc(CCC(=O)Nc3cccnc3)n2)cc(OC)c1OC	-1.1	100	1	5	-2	1	-9	-5	1.1	-0.2
CCOC(=O)c1cc(-c2ccc(C)c([N+](=O)[O-])c2)nc2c1c(=O)n(C)c(=O)n2C	0.2	106	1	-4	-4	-2	0	4	0.94	-0.1
O=C(CN1C(=O)/C(=C/c2ccccc2F)Sc2ccccc21)N1CCN(c2ccccn2)CC1	-1.5	89	1.1	12	-11	2	2	-12	1.2	-0.1
CC(C)Oc1ccc(C2CNC(=O)C2)cc1 (centres undefined)	-1.1	/	1	13	-4	-5	-3	-13	1.1	/
COc1ccccc1-n1nc(C(=O)O)c2ccccc2c1=O	0.0	100	1	14	-5	-11	-7	-14	1.4	-0.4
CCOC(=O)N1CCN(c2cc(N(C)CCO)c([N+](=O)[O-])c3nonc23)CC1	-0.2	101	1	11	-1	12	-3	-11	1.2	-0.1
C/C(=N/NC(=O)c1ccccc1)c1ccc(NC(=O)C(F)(F)F)cc1	-0.8	108	1	52	1	19	0	-52	1.3	-0.2
O=C(N1CCCCC1)C12CC3CC(C1)CC(C(=O)N1CCCCC1)(C3)C2	-0.4	103	1	6	-4	10	2	-6	1	-0.2
O=C(O)CCS(=O)(=O)Cc1cccc(Cl)c1	-0.3	95	1.1	-7	-5	1	4	7	1	-0.2
O=C1CCCCC1Sc1nnc(Cc2cccs2)n1CCc1ccccc1 (centres undefined)	-0.5	96	1.1	13	-12	2	-7	-13	1.1	-0.3
O=C(Nc1ccccc1)C(=O)c1cn(CC(=O)N2CCCCC2)c2ccccc12	0.4	108	0.9	16	9	-3	1	-16	0.89	-0.2
CCCNS(=O)(=O)c1ccc(OCC(=O)Nc2ccccc2F)cc1	0.6	98	1.1	-4	-5	5	-2	4	1.3	0.2
CN(C)C(=O)CSc1nnc2sc3ccccc3n12	-1.6	101	1.1	18	-8	6	/	-18	/	-0.2
Cc1ccc(CN2CCNC(=O)C2CC(=O)NCCCn2ncc3ccccc32)o1 (centres undefined)	-1.2	102	1.1	24	-8	4	-2	-24	1.1	-0.2
COc1cccc(NC(=O)CSc2nncn2N)c1	0.0	102	1	10	4	6	-3	-10	1.3	-0.4
CCOC(=O)c1cccc(NC(=O)CSc2nnc(-c3ccoc3C)n2CC)c1	1.1	97	1	-2	-4	3	0	2	1	-0.1
CCOc1ccc2oc(-c3ccccc3)c(C(=O)N(C)C)c2c1	-1.4	103	1	-3	-1	-2	-1	3	1.1	0.0
Cn1c(Cn2nnc3ccccc32)nnc1SCC(=O)Nc1nccs1	0.0	102	1	19	-1	0	-1	-19	1.1	-0.2
COc1cccc(-c2nc(-c3ccc4c(c3)NC(=O)CO4)cs2)c1	-0.1	142*	1	52	1	2	2	-52	1.6	0.5
O=C(NN1C(=O)c2ccccc2NC1c1ccco1)c1ccc(Br)cc1 (centres undefined)	-0.3	112	1.1	26	-8	1	-4	-26	1.3	-0.3
Cc1csc(NC(=O)[C@@H]2CCCN2C(=O)c2cccs2)n1	0.5	103	1	8	-4	-1	8	-8	1.1	0.1

# In the list so far, 2 contain an NH in an aromatic ring.
molecule	DTT redox prof	STAT1 activator	FLuc act counter	APP 5'UTR act	FLuc inhib CS	G6PDH counter	HMGR II inh	APP 5UTR inh	NF-kB neuron act	Hsp70 activator
CCc1ccc2[nH]c(=O)c(C(c3nnnn3Cc3ccccc3)N3CCOCC3)cc2c1 (centres undefined)	-0.2	104	1.1	1	-8	20	3	-1	1.3	0.1
COc1cccc(-c2nnn(CCc3nn[nH]n3)n2)c1	1.0	95	1	-15	-3	3	-4	15	1.4	0.0

# Ordered by length of the SMILES (lowest first): some entries from above
molecule	DTT redox prof	STAT1 activator	FLuc act counter	APP 5'UTR act	FLuc inhib CS	G6PDH counter	HMGR II inh	APP 5UTR inh	NF-kB neuron act	Hsp70 activator
CC(C)Oc1ccc(C2CNC(=O)C2)cc1 (centres undefined)	-1.1	/	1	13	-4	-5	-3	-13	1.1	/
COc1cccc(NC(=O)CSc2nncn2N)c1	0.0	102	1	10	4	6	-3	-10	1.3	-0.4
O=C(O)CCS(=O)(=O)Cc1cccc(Cl)c1	-0.3	95	1.1	-7	-5	1	4	7	1	-0.2
COc1cccc(-c2nnn(CCc3nn[nH]n3)n2)c1	1.0	95	1	-15	-3	3	-4	15	1.4	0.0
CCOc1ccc2oc(-c3ccccc3)c(C(=O)N(C)C)c2c1	-1.4	103	1	-3	-1	-2	-1	3	1.1	0.0
CCOC(=O)c1cccc(NC(=O)CSc2nnc(-c3ccoc3C)n2CC)c1	1.1	97	1	-2	-4	3	0	2	1	-0.1
O=C(N1CCCCC1)C12CC3CC(C1)CC(C(=O)N1CCCCC1)(C3)C2	-0.4	103	1	6	-4	10	2	-6	1	-0.2
